Source: PubChem BioAssay
Fluor 339 460: intrinsic fluorescence of library compounds, ex339/em460 – biochemical, MLSMR library, data from DPM-DC assay, artefact control, profiling panel | compound autofluorescence, ex339/em460 nm, NADH buffer; hits give high values; 1 = no-compound wells, NADH background | fluorescence fold increase at 10 µM | hit rate 5.5% among 65,000;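 active = at 10 µM, mean starting fluorescence two-fold or more over control wells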;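 also: signal is the first read of a kinetic run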
tolC growth inh: growth inhibitors of E. coli BW25113 tolC mutant. hit rate 2.2% among 65,000. growth inhibition, % at 10 µM (by protocol). OD615;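 active = growth inhibition at or above a cutoff equal to the mean over every tested compound plus 3 SD, cut at about 60% in these data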;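 also: growth measured after 20 h incubation at 37 °C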
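System: E. coli ΔtolC::kan strain BW25113; Buffer or medium: LB broth supplemented with 50 µg/mL kanamycin; Compound: 10 µM final, single dose; Incubation: bacterial growth with compound for 20 h at 37 °C; Signal: A615 absorbance measurement; Evaluation: growth inhibition in percent.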
M1 ag: M1 muscarinic receptor agonism | CHO-M1 cells, Fluo-4 calcium fluorescence, agonist mode; hits give high values | B-score at 10 µM | hit rate 3% among 64,000 | AID 626;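 active = fluorescence rise, raw or as B-score row- and column-corrected plate score, outside the 99.7% band of its plate's samples, either direction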
RORa activator: activates the human nuclear receptor RORA. hit rate 1.5% among 65,000. AID 560. CHO-K1 Gal4-RORA LBD luciferase reporter, luminescence; percent increase over mock-subtracted basal signal. P35398. activation, % at 10 µM;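 active = activation above the mean of all tested compounds plus 3 SD, cut at about 49% in these data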;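 also: 0% = DMSO-treated RORA cells and 100% = added signal equal to DMSO minus mock-transfected cells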
Target sequence (P35398 whole entry, looked up, the tested form may be a part): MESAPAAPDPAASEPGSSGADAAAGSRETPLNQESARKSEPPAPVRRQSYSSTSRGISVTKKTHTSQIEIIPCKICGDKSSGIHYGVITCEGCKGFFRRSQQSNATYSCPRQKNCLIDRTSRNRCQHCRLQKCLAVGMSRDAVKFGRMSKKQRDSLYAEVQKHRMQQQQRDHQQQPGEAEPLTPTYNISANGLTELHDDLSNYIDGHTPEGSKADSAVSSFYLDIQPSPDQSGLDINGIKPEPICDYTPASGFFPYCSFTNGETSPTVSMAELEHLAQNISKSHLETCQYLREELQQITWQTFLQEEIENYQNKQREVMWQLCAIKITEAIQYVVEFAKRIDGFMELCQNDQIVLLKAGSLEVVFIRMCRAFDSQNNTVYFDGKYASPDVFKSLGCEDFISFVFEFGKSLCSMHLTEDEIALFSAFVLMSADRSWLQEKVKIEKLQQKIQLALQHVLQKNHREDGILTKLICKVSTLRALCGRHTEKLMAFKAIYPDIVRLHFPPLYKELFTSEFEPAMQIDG
TNAP act mid DEA: activates human TNAP at intermediate phosphate acceptor concentration; P05186; purified TNAP, CDP-star luminescence, 100 mM DEA, 30 min; hits give high values; scale: 0 levamisole-inhibited, 1 vehicle-only enzyme; activation factor at 20 µM; 64,000 tested, under 10 active; AID 813;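 active = activation factor of at least 2 at 20 µM, relative to controls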
Target sequence (P05186 whole entry, looked up): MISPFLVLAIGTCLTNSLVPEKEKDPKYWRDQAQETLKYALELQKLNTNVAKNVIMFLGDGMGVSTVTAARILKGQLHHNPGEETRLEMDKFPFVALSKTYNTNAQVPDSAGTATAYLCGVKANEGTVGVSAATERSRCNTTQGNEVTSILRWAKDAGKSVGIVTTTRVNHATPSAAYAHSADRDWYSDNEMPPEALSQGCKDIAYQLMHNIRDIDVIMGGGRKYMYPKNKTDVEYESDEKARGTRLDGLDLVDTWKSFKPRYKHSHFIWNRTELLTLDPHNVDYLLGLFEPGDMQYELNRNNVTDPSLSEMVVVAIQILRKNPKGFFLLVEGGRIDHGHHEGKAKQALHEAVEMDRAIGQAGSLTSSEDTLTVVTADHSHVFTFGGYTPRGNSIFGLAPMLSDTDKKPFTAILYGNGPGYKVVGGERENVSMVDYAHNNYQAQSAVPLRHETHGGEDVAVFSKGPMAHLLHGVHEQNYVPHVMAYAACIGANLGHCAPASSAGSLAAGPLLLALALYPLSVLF
SF-1 act: SF-1 (human) activation. Q13285. CHO-K1 Gal4-SF-1 LBD luciferase reporter; % increase over DMSO SF-1-specific signal. activation, % at 10 µM. hit rate 1.9% among 65,000. AID 522;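 active = activation above the mean activation of all tested compounds plus 3 SD, cut at about 50% in these data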
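Test system: CHO-K1 cells with Gal4–hSF-1 LBD chimera plus Gal4-driven luciferase; Input: 4,000 cells/well; Compound: 10 µM only; Times: 20 h compound treatment, 37 °C; Measured by: steady-glow luciferase luminescence, read after 15 min reagent incubation; Measure: percent activation versus DMSO; Control set: DMSO and mock-transfected background; Replicates: one test per compound.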
NADH coupling: inhibitors of enzymes used to reach an NAD/NADH endpoint. coupled PK/LDH NADH assays, four targets. IC50, µM (top dose mostly 10 µM), without a hit: at the highest dose inhibition. hit rate 0.02% among 65,000. AID 774;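 active = single-dose screening hits from any of four coupled enzyme assays that gave an IC50 when retested across doses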;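 also: the DPM-DC format reads NADH fluorescence rather than 340 nm absorbance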
M1 antag: blocks the rat M1 muscarinic receptor response to acetylcholine; CHO-M1 cells, Fluo-4 calcium, ACh EC80 antagonist mode; hits give low values; B-score at 10 µM; hit rate 3.4% among 64,000;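 active = calcium fluorescence response, raw or row-and-column corrected B-score, differing from the plate sample mean either way at a set confidence level, mostly lower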
Ec RNAP inh: blocks E. coli RNA polymerase transcription; hit rate 0.2% among 62,000; P0A8V2; inhibition, %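 (tested at 10 µM)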; AID 559; fluorescence transcription assay; in the data active = inhibition above about 20%;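 also: 0% = enzyme without compound and 100% = no enzyme blank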
* marks the source's active call; other numbers are inactive results; . = no result given; [ ] = dose if it differs, or a comment.

SMILES	Fluor 339 460	tolC growth inh	M1 ag	RORa activator	TNAP act mid DEA	SF-1 act	NADH coupling	M1 antag	Ec RNAP inh
Nc1ccc(N2CCCCC2)cc1N1CCCCC1	1.1	30	-0.76	-14	1	-13	3%	-1.2	5
COCCn1c(=S)[nH]c2ccc(N(C)C)cc2c1=O	3.8*	-10	6.3*	-19	0.9	15	14%	-0.18	-6
O=C(CCc1ccccc1)Nc1nc2n(n1)C(c1ccc(Cl)cc1)CC(=O)N2 (stereo not drawn)	1.1	.	0.34	-16	1	2	7%	-0.016	1
CCCc1nc(SCC(=O)c2ccc(OC)cc2)c2c(=O)n(C)c(=O)n(C)c2n1	1.1	-8	1.3	-4	0.9	9	6%	0.88	1
COc1ccccc1OCc1nc(C#N)c(NCc2ccco2)o1	1.1	31	0.035	-2	0.9	2	3%	0.19	6
CC(=O)c1c(C)[nH]c(C(=O)N2CCc3ccccc3C2)c1C	1.1	-9	-0.27	9	0.9	8	5%	0.47	1
CC(C)(CNC(=O)c1cccs1)CNC(=O)c1cccs1	1.2	0	-0.26	35	1	-29	3%	0.0074	-2
COc1cccc(-c2cc(C(=O)NCCN3CCOCC3)no2)c1	1.1	-16	-1.3	-8	0.9	-1	7%	-0.4	0
CCCCCSc1nncc(=O)[nH]1	1.1	-2	.	3	1	9	4%	.	2
CCOC(=O)c1cnn(-c2nc(C)nc3sc4c(c23)CCC4)c1N	1.1	-10	0.075	-23	0.9	12	6%	0.24	3
COc1cc(-c2nc3ccccn3c2NCC2CCCO2)ccc1O (stereo not drawn)	3.7*	-13	3.3*	16	1	19	8%[fluoresces]	-1.1	10
Cc1ccc(S(=O)(=O)N2CCN(C(=O)CSc3nnnn3C)C2)cc1	1	-17	-0.019	4	1	-5	2%	0.48	6
CC(NC(=O)Cn1ccsc1=N)C12CC3CC(CC(C3)C1)C2 (stereo not drawn)	1.1	4	-0.81	-24	0.9	-12	3%	-1.9	2
CNC(=O)CN(c1cccc2ccccc12)S(C)(=O)=O	1.1	-8	-1.1	-12	1	-7	1%	-0.36	2
CC(=O)c1cccc(NC(=O)c2cc(-c3ccc(F)cc3)on2)c1	1.1	-5	0.014	-6	1	-9	5%	0.92	3
CS(=O)(=O)N(CC(=O)N1CCN(c2ccccc2)CC1)C1CCCCC1	1.1	-9	-1.6	2	0.9	1	18%	0.16	3
CCCOc1cc(C)c(S(=O)(=O)n2ccc(C)n2)cc1C	1	57	0.26	-11	0.9	-14	5%	0.21	-3
C=CCn1c(N)c(C(=O)NCc2cccnc2)sc1=S	1	1	-0.17	-14	0.9	17	7%	-0.061	12
O=C(CCc1nc(-c2ccccc2)no1)NCC1CCCO1 (stereo not drawn)	1.1	-2	-0.62	-12	0.9	7	6%	0.045	1
CCCCSc1nc(C)c(C(C)=O)cc1C#N	1.1	13	-1.1	34	0.8	0	0%	-1.3	0
COc1ccc2cc(C3(C)NC(=O)NC3=O)ccc2c1 (stereo not drawn)	1.1	2	0.37	1	0.9	-11	8%	2.4*	4
CCOC(=O)C(NC(=O)c1ccccc1)(N1CCOCC1)C(F)(F)F (stereo not drawn)	1.1	-24	0.012	-12	0.9	4	6%	0.7	6
COc1ccc(C)cc1NCc1cccc(OC)c1OC	1	3	0.38	0	0.9	2	6%	-0.17	4
CC(C)C[C@@H]1NC(=O)N(CCN2CCOCC2)C1=O	1.1	-12	0.0083	-3	0.9	-18	5%	0.053	.
CC1=C(C(=O)Nc2cccnc2)C(c2cccnc2)n2nc(-c3cccs3)nc2N1 (stereo not drawn)	1.2	-2	-0.69	-9	0.9	9	4%	-0.13	-3
COc1ccccc1N1C(=O)C2C3C=CC(C3)C2(C)C1=O (stereo not drawn)	1.1	-20	-0.057	-17	0.9	-1	10%	0.014	1
CCOC(=O)Cc1nnc(Nc2cccc(O)c2)c2ccccc12	1	15	-0.29	-2	0.8	6	5%	0.0036	6
CCN(CC)c1nc(C#N)nc(N(CC)CC)n1	1.1	-3	0.22	-8	0.9	1	8%	0.43	6
CS(=O)(=O)N(Cc1ccccc1)c1ccc(C(=O)NC2CCCCC2O)cc1 (stereo not drawn)	1.1	-21	0.43	-20	0.9	-8	0%	0.36	.
CC(C)(C)n1cnc2cc(NS(=O)(=O)c3ccccc3)ccc21	1.1	6	-0.14	-8	0.7	21	8%	-0.88	3
O=C(O)c1ccccc1Nc1cccc(C(F)(F)F)c1	1	10	0.64	-10	0.8	9	1%	0.03	10
CC1CC(C(F)(F)F)n2ncnc2N1 (stereo not drawn)	1	6	-2.3	6	0.9	19	3%	0.026	12
C=CCN(C(=O)Nc1ccccc1)C1CC(=O)N(c2ccc(OC)cc2)C1=O (stereo not drawn)	1.1	-21	0.6	-4	0.9	-6	2%	0.63	2
CCOC(=O)N1CCC(N2Cc3cccc(C(=O)NCc4ccc(C)cc4)c3C2=O)CC1	1	-7	0.47	-23	0.9	2	5%	0.36	9
CCCN(Cc1cc2cccc(C)c2[nH]c1=O)C(=O)c1cccc(OC)c1	1.4	8	-1.1	-2	0.9	-1	9%	-0.13	7
c1ccc2[nH]c(NCCN3CCOCC3)nc2c1	1.1	-17	-0.18	-26	1	4	12%	0.52	6
COC(=O)CN1C(=O)C(O)(CC(=O)c2ccccc2)c2ccccc21 (stereo not drawn)	0.97	-12	0.011	-7	1	-14	0%	-0.0079	6
Cc1nn(CC(=O)Nc2ccc(C(=O)N3CCCCC3)cc2)c(=O)c2ccccc12	1.4	8	-2.3	-14	0.9	11	1%	0.57	5
COc1ccccc1N(CC(=O)Nc1ccc2c(c1)OCO2)S(=O)(=O)c1ccccc1	1.1	41	0.58	-28	0.9	-13	1%	0.11	10
CCOC(=O)N1CCC(Nc2cc(C)nc3c(-c4ccccc4OC)c(C)nn23)CC1	1.2	8	0.076	13	0.9	-28	5%	-0.56	3

Four entries already listed, ordered by SMILES length, low to high.
SMILES	Fluor 339 460	tolC growth inh	M1 ag	RORa activator	TNAP act mid DEA	SF-1 act	NADH coupling	M1 antag	Ec RNAP inh
c1ccc2[nH]c(NCCN3CCOCC3)nc2c1	1.1	-17	-0.18	-26	1	4	12%	0.52	6
COc1ccc2cc(C3(C)NC(=O)NC3=O)ccc2c1 (stereo not drawn)	1.1	2	0.37	1	0.9	-11	8%	2.4*	4
CC(C)C[C@@H]1NC(=O)N(CCN2CCOCC2)C1=O	1.1	-12	0.0083	-3	0.9	-18	5%	0.053	.
CCOC(=O)N1CCC(N2Cc3cccc(C(=O)NCc4ccc(C)cc4)c3C2=O)CC1	1	-7	0.47	-23	0.9	2	5%	0.36	9

(cont.)
SMILES	Fluor 339 460	tolC growth inh	M1 ag	RORa activator	TNAP act mid DEA	SF-1 act	NADH coupling	M1 antag	Ec RNAP inh
O=C(CCN1CCCCCC1)Nc1ccc(F)c(F)c1	1.1	-19	-0.21	-20	0.9	-17	2%	-0.71	8
Nc1nnc(N2CCCCCC2)s1	1.1	-7	0.28	8	0.9	-2	4%	0.5	0
CCOCCCNC(=O)CC1Oc2ccc(C)cc2NC1=O (stereo not drawn)	1.1	-10	0.21	-9	0.8	3	3%	-0.24	8
O=C(CSc1nnnn1Cc1ccccc1)NCCc1ccccc1	1	13	.	9	1	4	22%	.	-13
O=C(Nc1ccc(S(=O)(=O)N2CCc3ccccc3C2)cc1)C1CCCO1 (stereo not drawn)	1.1	5	-0.1	-20	0.9	-7	6%	-0.049	2
O=C(c1cccs1)N1CCCC(c2nc(-c3ccc(F)cc3)no2)C1 (stereo not drawn)	1.1	23	-0.65	19	0.9	38	6%	-1.3	1
COc1cc(C2C(C(=O)c3ccco3)=C(O)C(=O)N2c2cc(C)on2)cc(Br)c1O (stereo not drawn)	1.1	23	0.043	-19	0.9	-16	8%	0.79	1
Nc1cccc(S(=O)(=O)c2cccc(N)c2)c1	1.1	.	0.54	-2	0.9	-19	9%	0.97	4
CCc1ccc(N2C(=O)c3sc4nnc(C)c(=O)n4c3C2=O)cc1	1.1	-4	-1.5	-10	0.9	5	4%	0.0042	11
COc1ccc(C2CCCN2C(=O)Nc2ccc(F)cc2)cc1OC (stereo not drawn)	1	2	-0.09	7	1	-16	5%	0.57	3
O=C(c1ccccc1Br)N1CCN(c2ccccc2)CC1	1	-2	0.38	3	0.9	0	4%	-0.012	9
CCN(CC)C(=O)c1cc2cc(Br)ccc2oc1=O	1.1	-13	0.54	-5	0.9	-24	7%	-0.96	6
N#Cc1ccc(Oc2cccnc2)cc1C#N	0.95	-12	-0.26	-10	1	9	6%	-0.11	6
Cc1cc(NC(=O)CCc2ccc(S(=O)(=O)N3CCOCC3)cc2)n(-c2ccccc2)n1	1.1	-11	-1.3	6	0.9	5	4%	-0.13	1
C1CCC(n2nnnc2CN2CCCC2)CC1	1.1	-11	0.31	1	0.8	12	9%	-0.2	7
COC(=O)c1[nH]c2cc(C)ccc2c1NC(=O)CN1CCN(c2ccccc2OC)CC1	1.4	38	3.3	-11	0.9	-20	7%	-0.34	5
CCOc1ccccc1NC(=O)N1CCC(c2nc3ccccc3[nH]2)CC1	1.1	12	0.1	-12	0.9	-2	2%	-0.85	0
CCOC(=O)c1nnn(-c2nonc2N)c1CSc1ccccn1	1.2	21	0.5	-2	1	6	2%	0.44	8
O=C1c2ccccc2C(=O)N1Cc1nc2ccccc2c(=O)n1CCCn1ccnc1	0.88	14	-0.26	-17	0.9	-30	17%	0.54	0
Cc1ccc(C(c2sc3nc(C)nn3c2O)N2CCN(c3ccccc3F)CC2)cc1 (stereo not drawn)	1.1	20	0.3	26	1	-9	7%	0.23	1

Compounds listed so far that contain a cyano group (4):
SMILES	Fluor 339 460	tolC growth inh	M1 ag	RORa activator	TNAP act mid DEA	SF-1 act	NADH coupling	M1 antag	Ec RNAP inh
COc1ccccc1OCc1nc(C#N)c(NCc2ccco2)o1	1.1	31	0.035	-2	0.9	2	3%	0.19	6
CCCCSc1nc(C)c(C(C)=O)cc1C#N	1.1	13	-1.1	34	0.8	0	0%	-1.3	0
CCN(CC)c1nc(C#N)nc(N(CC)CC)n1	1.1	-3	0.22	-8	0.9	1	8%	0.43	6
N#Cc1ccc(Oc2cccnc2)cc1C#N	0.95	-12	-0.26	-10	1	9	6%	-0.11	6

Next section:
SMILES	Fluor 339 460	tolC growth inh	M1 ag	RORa activator	TNAP act mid DEA	SF-1 act	NADH coupling	M1 antag	Ec RNAP inh
Cc1cc(C(=O)CSc2nnc(-c3ccncc3)n2-c2ccccc2)c(C)n1C	1.1	-11	-0.75	1	0.9	1	0%	0.91	-2
C=CCn1c(COc2ccccc2)nnc1SCC(=O)Nc1ccc(S(N)(=O)=O)cc1	1.1	10	0.022	-8	0.9	-4	9%	-0.2	7
Cc1ccc(-c2nc3ccccc3c(=O)n2CCCn2ccnc2)cc1	1.1	-14	0	1	0.7	25	0%	-0.56	3
Cc1onc(-c2ccccc2Cl)c1C(=O)N1CCN(C(=O)c2ccco2)CC1	1.1	-8	0.067	14	0.9	2	2%	-0.33	0
COc1ccccc1-n1c(SCC(=O)N2CCCC2)nc2cccnc21	1.1	8	0.17	-13	0.9	-12	4%	-0.029	-2
COC(=O)/C=c1/s/c(=C(/C#N)C(=O)N2CCOCC2)n(-c2ccccc2)c1=O	1	6	0.28	-17	0.9	2	3%	-0.11	8
Cn1c(Cn2nnc3ccccc32)nnc1SCC(=O)N1CCc2ccccc21	1.1	0	-0.26	9	0.8	-1	6%	0.056	0
O=C1OC(c2ccccc2)=C/C1=C/N1CCCCC1	1	7	-0.71	71*	0.9	22	12%	-0.87	5
